Source: PubChem (several laboratories)
NRP1-CendR mod: modulators of CendR peptide binding to human neuropilin-1; O14786; FAM-RPARPAR peptide binding to NRP-1, fluorescence polarization; inhibition, % at 25 µM; 360,000 tested, 0.85% active; AID 602438;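 active means inhibition or corrected inhibition above about 18%, plus a signal ratio from 0.5 to 1.5, limit read from the data, passing the limit was not always enough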; further: strong numbers were not always called active
Target sequence (O14786 whole entry, looked up): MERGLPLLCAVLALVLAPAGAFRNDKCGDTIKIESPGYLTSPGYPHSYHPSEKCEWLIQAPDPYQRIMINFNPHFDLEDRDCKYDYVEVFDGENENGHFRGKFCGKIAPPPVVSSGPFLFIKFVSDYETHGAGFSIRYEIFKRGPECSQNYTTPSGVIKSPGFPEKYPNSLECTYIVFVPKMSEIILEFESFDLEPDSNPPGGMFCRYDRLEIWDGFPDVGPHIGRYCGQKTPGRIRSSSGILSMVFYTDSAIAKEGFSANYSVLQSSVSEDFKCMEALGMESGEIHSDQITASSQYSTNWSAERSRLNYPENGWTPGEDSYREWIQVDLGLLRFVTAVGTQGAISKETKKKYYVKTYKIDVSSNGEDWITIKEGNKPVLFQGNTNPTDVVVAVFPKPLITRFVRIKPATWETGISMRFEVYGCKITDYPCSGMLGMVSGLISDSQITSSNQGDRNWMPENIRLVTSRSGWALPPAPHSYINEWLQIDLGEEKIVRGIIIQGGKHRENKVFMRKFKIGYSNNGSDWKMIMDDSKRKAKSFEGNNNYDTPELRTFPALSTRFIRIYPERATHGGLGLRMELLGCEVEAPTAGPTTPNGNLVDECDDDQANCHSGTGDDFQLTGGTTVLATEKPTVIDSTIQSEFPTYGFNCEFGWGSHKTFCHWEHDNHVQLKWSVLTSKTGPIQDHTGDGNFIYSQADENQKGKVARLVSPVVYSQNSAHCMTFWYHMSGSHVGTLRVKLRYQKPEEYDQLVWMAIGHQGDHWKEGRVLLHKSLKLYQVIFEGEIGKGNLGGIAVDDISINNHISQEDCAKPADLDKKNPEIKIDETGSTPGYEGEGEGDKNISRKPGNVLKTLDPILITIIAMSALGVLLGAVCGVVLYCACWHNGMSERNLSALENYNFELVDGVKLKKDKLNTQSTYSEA
E coli Lon inh: E. coli protease La inhibition; AID 602123; inhibition, % at 7.94 µM; P0A9M0; 360,000 tested, 0.42% active; purified E. coli Lon protease, fluorescence polarization; in the data active means inhibition above about 13%, passing the limit was not always enough;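 further: 0% = enzyme with probe and DMSO and 100% = no enzyme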
MT1-MMP act inh: blocks activation of human MT1-MMP | P50281 | HT1080 RFP-PRO-GFP cells, GFP/RFP ratio fluorescence, overnight; percent of plate control window, DMSO zero | GFP/RFP ratio change, % at 20 µM | 360,000 tested, 0.061% active | AID 651647;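 active means GFP/RFP ratio change of at least 30% with cell ATP level not reduced by more than half and red fluorescence within 50% of control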; further: strong numbers were not always called active
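Test system: HT1080 RFP-PRO-GFP cells; Benchmarks: DMSO and RFP-L50D-GFP cell wells; Timing: cells overnight before dosing, compound overnight, 37 °C, 5% CO2; Compound: one 20 µM compound dose with 1% DMSO; Read-out: GFP/RFP fluorescence ratio.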
SKN-1 block: blocks SKN-1 activity in C. elegans; C. elegans VP596 Pgst-4::GFP/RFP ratio, acrylamide-induced, 24 h; inhibition, % at 21.8 µM; 360,000 tested, 0.49% active; AID 624304;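 active means interference check ratio from 0.5 to 1.5 plus GFP to RFP signal ratio inhibition reaching or exceeding a fixed threshold, cut at about 30% in these data, passing the limit was not always enough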; further: some compounds called inactive have numbers as strong as hits
bovine MsrA act: bovine methionine sulfoxide reductase A activation; activation, % at 10.6 µM; 360,000 tested, 0.3% active; purified bovine MsrA, absorbance read-out; in the data active means activation above about 7.5%;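 further: 0% = vehicle and 100% = reference activator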
Rin1 Abl inh: blocks binding of human Rin1 to Abl; TR-FRET Rin1/Abl binding, biochemical; inhibition, % at 7.35 µM; 360,000 tested, 0.4% active; AID 588664; in the data active means inhibition above about 5%, passing the limit was not always enough
MsrA inh: inhibitors of bovine MsrA | purified bovine MsrA, absorbance read-out | inhibition, % at 15.5 µM | 360,000 tested, 0.75% active; in the data active means inhibition above about 4.5%;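 further: 0% = vehicle wells with enzyme and 100% = reference inhibitor wells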
Neddylation inh: inhibitors of human cullin neddylation; P61081+Q13564; TR-FRET cullin neddylation, biochemical; 360,000 tested, 0.58% active; calls only at 25 µM; in the data active means inhibition above about 36%
FAS TE block: blocks the thioesterase domain of human fatty acid synthase; P49327; recombinant FAS-TE, OMFH fluorogenic substrate, fluorescence endpoint; inhibition, % at 15 µM; 360,000 tested, 0.67% active; AID 602261;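 active means compounds whose normalised, plate-corrected inhibition of enzyme fluorescence in the single-dose primary screen is 50% or more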;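 further: 0% = DMSO with enzyme and 100% = substrate without enzyme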
Numbers without * were called inactive; i = inactive; / = no result given; + = active, no number.

Compound	MT1-MMP act inh	E coli Lon inh	SKN-1 block	Neddylation inh	FAS TE block	Rin1 Abl inh	MsrA inh	NRP1-CendR mod	bovine MsrA act
CCOC(=O)c1c(C)n(C)c2ccc(OCC(O)CN(CC)CC)cc12 (configuration not stated)	5	-12	-1	i	-13	-4	0.6	3	-1
COc1ccc(NC(=O)CCC(=O)N/N=C/c2ccncc2)cc1	-2	-3	-9	i	-2	2	-0.2	-6	-2
CC(C(=O)NCC(=O)Nc1ccc(F)c(F)c1F)N1CCN(c2ccc(O)cc2)CC1 (configuration not stated)	-6	7	0	i	4	0	-0.3	5	-4
CN(C)c1nccc(NCc2ccccc2)c1C#N	-1	2	9	i	-5	2	2.1	11	-6
CSCCC(NC(=O)c1ccccc1)C(=O)N1CCN(C(C)=O)CC1 (configuration not stated)	-3	-14	8	i	-5	2	-0.8	6	-6
O=C(Nc1ccc(N2CCN(C(=O)c3ccco3)CC2)cc1)c1ccc2c(c1)OCO2	0	-11	-14	i	-5	-4	0.2	-2	-9
Cc1ccc(-c2nc(C3CCN(S(=O)(=O)c4ccc(C(C)(C)C)cc4)CC3)no2)cc1	-2	-9	-16	i	19	0	0.1	-7	3
O=S(=O)(c1ccccc1)N1CCN=C1SCc1ccccc1Cl	1	0	3	i	34	-4	-0.3	5	-3
O=[N+]([O-])c1cc(S(=O)(=O)Nc2cccc(Cl)c2)ccc1N=Nc1c(O)[nH]c2ccccc12	1	1	9	i	12	3	0.2	0	-5
CCc1ccc(N2CC(C(=O)Nc3ccc(S(=O)(=O)NCC4CCCO4)cc3)CC2=O)cc1 (configuration not stated)	6	-2	-1	i	-14	5	-1.6	-1	-1
O=C(NC(=S)Nc1ncccn1)c1ccc(F)cc1	3	-4	-5	i	-2	1	2.0	-2	-3
O=C(CCc1c[nH]c2ccccc12)NCc1ccco1	2	5	8	i	-5	4	0.3	3	-2
COc1cc(C(C)=O)ccc1OCC(=O)NCC1(N2CCCCC2)CCCCC1	0	-4	-2	i	-6	2	-0.4	6	-1
O=C(c1ccc(Cl)c(S(=O)(=O)Nc2ccc(F)cc2)c1)N1CCN(c2ccccn2)CC1	1	2	-1	i	-2	4	1.0	6	-9
CC(C)(c1ccccc1)c1ccc(OCCN)cc1	-6	3	2	i	-13	2	-0.1	10	-2
CCOc1ccc(N(C)C(=O)CCc2nnc3ccc(NCc4ccco4)nn23)cc1	0	-2	3	i	-4	-2	-0.5	10	-4
C=CCOc1ccc(/C=N/NC(=O)CN(c2cc(Cl)ccc2OC)S(=O)(=O)c2ccc(C)c([N+](=O)[O-])c2)cc1	6	0	0	i	49	5	-0.4	8	0
Cc1cc2ccccc2c(=O)n1CC(=O)NC1CCCCCC1	-5	-10	-8	i	-1	2	0.9	5	-1
CCCN1Cc2cccc(C(=O)NC(C)c3cccs3)c2C1=O (configuration not stated)	-1	-6	-12	i	-4	0	0.6	2	-5
CN(Cc1ccccc1)c1nc2nonc2nc1N1CCCC(CN2CCCC2=O)C1 (configuration not stated)	7	-11	-5	i	2	-3	1.4	4	-4
Cc1ccc(-c2nnc(SCCC(=O)N3CCOCC3)o2)cc1	0	12	-5	i	0	0	-0.1	0	-12
CCCCN(CC)CCCNC(=O)c1ccc(CS(=O)(=O)c2c(Cl)cccc2Cl)o1	0	-9	14	i	-7	0	-0.7	10	-2
COc1ccccc1NC(=O)c1ccc2c(c1)C(=O)N(Cc1ccco1)C2=O	-1	-2	4	i	-3	-4	-0.7	-8	-2
CC(C)NC(=O)COC(=O)Cn1[nH]c(=O)c2ccccc2c1=O	0	2	3	i	-4	2	0.3	10	-5
Cc1cc(C(=O)Nc2ccc([N+](=O)[O-])cn2)cs1	5	-7	15	i	14	-1	2.8	-4	-4

Compound	MT1-MMP act inh	E coli Lon inh	SKN-1 block	Neddylation inh	FAS TE block	Rin1 Abl inh	MsrA inh	NRP1-CendR mod	bovine MsrA act
Cc1ccnc(NC(=O)CCC(=O)N(CC(=O)NCC2CCCO2)Cc2ccc(F)cc2)c1 (configuration not stated)	-6	5	23	i	-4	-1	0.5	1	-2
Cc1ccc2nc(N=C(N)N)nc(C)c2c1	-13	-11	7	i	-7	0	0.1	-3	-5
COCCN(C(=O)CN1CCCc2ccccc21)c1c(N)n(Cc2ccccc2)c(=O)[nH]c1=O	-48	-18	-7	i	-16	0	-0.2	26*	-9
Cn1[nH]cc(C=NC(N)=O)c1=O	-1	0	21	i	-9	3	-0.4	0	-2
Cc1noc(C)c1S(=O)(=O)Nc1ccc2c(c1)C(=O)N([C@H](C)CO)C[C@H](C)[C@@H](CN(C)C(=O)Nc1ccc3c(c1)OCO3)O2	2	-6	12	i	-6	-1	-0.2	-7	-7
CN1CCc2c(sc3c2c(NCc2ccco2)nc2nnnn23)C1	-5	0	11	/	-6	-1	1.7	-20	-2
CCCC(=O)N1CCN(c2nc(CC(C)C)c3c(c2C#N)CCC3)CC1	-4	-2	-10	+	-4	3	-0.1	9	0
CC(=O)c1cc(CN2CCC(N3CCC(C(=O)NC(C)C)CC3)CC2)cs1	7	-5	7	i	-12	3	-1.5	7	-4
FC(F)(F)c1ccc(/C=N/n2c(C3CCCCC3)n[nH]c2=S)cc1	1	0	7	i	28	2	0.7	12	0
CC(C)c1nnc(NC(=O)C2CCCN(C(=O)Nc3ccc(F)cc3)C2)s1 (configuration not stated)	-1	-10	3	i	-4	2	0.9	12	-3
Cc1c(Cl)cccc1NC(=O)c1cccc(NC(=O)CCC(=O)O)c1	1	-3	-7	i	-8	-2	0.3	-4	-3
O=C(Nc1cccc(-c2nn[nH]n2)c1)c1ccc(Cl)s1	-5	5	-14	i	-3	-1	0.4	2	-3
Cc1ccc(N/C(N)=N/c2nc(C)cc(N3CCCCC3)n2)c(C)c1	-7	-4	1	i	-80	2	-2.6	3	-3
COc1ccccc1CCN1CCCC(CN(C)C(=O)c2ccc3nc[nH]c3c2)C1 (configuration not stated)	-4	-6	14	i	-5	2	0.6	10	-4
CCCC(O)(CCN1CCOCC1)c1ccc(Br)cc1 (configuration not stated)	-2	5	19	i	-7	-3	-0.3	-2	-5
C#CCOCCOCCOCCNc1nc(N2CCN(C(=O)[C@H]([C@@H](C)CC)n3cc(CCC(=O)O)nn3)CC2)nc(N2CCN(C(=O)[C@H](C)n3cc(CCCN=C(N)N)nn3)CC2)n1	-3	2	18	i	-4	4	0.5	-2	-2
CCN(CC)CCn1c(=S)[nH]c2ncccc2c1=O	3	-6	3	i	-8	1	2.3	-3	-2
O=C(O)c1ccc(CSc2nnc(-c3ccccc3Cl)n2-c2ccccc2)cc1	-1	5	8	i	-7	3	-0.9	4	0
Cc1cc(-c2ccc(C)c(S(=O)(=O)N3CCN(c4ccccn4)CC3)c2)on1	3	-9	-8	i	29	7	0.5	8	-4
CC(C)(C)CC(=O)O/N=C(\N)c1ccccn1	1	2	-3	i	-11	-3	0.4	-9	-2
CC1CC(=O)Nc2ccccc2N1C(=O)CSc1ccc2ccccc2n1 (configuration not stated)	11	8	0	i	-6	2	1.2	-2	-8
NCCCCCc1nnc(SC/C=C/c2ccccc2)o1	-4	2	11	i	-8	-2	-0.2	-15	-2
Cc1ccc(C(=O)Nc2cc(Cl)ccc2Oc2ccccc2)cc1[N+](=O)[O-]	3	-9	1	i	47	-2	-0.1	-10	-1
CCc1c(C)sc(NC(=O)c2cccs2)c1C(N)=O	-5	-11	5	i	-4	3	-0.2	-6	-4
O=C(Cn1cnc2c(NCc3ccccc3)ncnc21)NCc1ccccn1	6	1	-1	i	-7	0	-1.4	5	-2

Compound	MT1-MMP act inh	E coli Lon inh	SKN-1 block	Neddylation inh	FAS TE block	Rin1 Abl inh	MsrA inh	NRP1-CendR mod	bovine MsrA act
CCn1c(CNC(=O)c2ccc(Cl)cc2)nnc1SCC(=O)NC1=NCCS1	3	13	9	i	-7	-1	-0.2	4	-2
Cc1c(NC(=O)CSc2nnc(-c3ccncc3)o2)c(=O)n(-c2ccccc2)n1C	2	-10	8	i	-3	1	0.7	-5	-4
COc1ccc(CC(=O)c2ccc(OC3OC(CO)C(O)C(O)C3O)cc2O)cc1 (configuration not stated)	2	-5	0	i	-4	3	0.2	-5	-1
O=C(Nc1cnccn1)Nc1cccc(Cl)c1Cl	-7	-8	15	i	2	0	1.9	-18	-4
Cc1nn(C)c(Cl)c1CN1CCC(Oc2ccc(C(=O)N3CCCC3)cc2)CC1	1	2	-3	i	-6	-1	-1.0	-3	-1

Compounds were not picked by outcome (roughly 4.2% active in at least one column).
